High-throughput results deposited in PubChem by several laboratories.
GPR35 antagonists: GPR35 antagonists blocking zaprinast-driven arrestin recruitment, primary screen, imaging, U2OS, beta-arrestin-GFP, zaprinast agonist (AID 2058) | 290,000 compounds, 0.052% hits | U2OS GPR35 beta-arrestin-GFP translocation imaging, zaprinast antagonism; higher % means a stronger effect | inhibition, % at 10 µM, or IC50 in µM where a hit was titrated;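 active means inhibition of at least 50% with at least 30 cells and total cytoplasm GFP at most 10,000,000; inconclusive means under 30 cells or total GFP of 10,000,000 plus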
K1F lysis inhibition: inhibition of K1F phage lysis, E. coli UTI89, bacterial capsule biogenesis inhibitors, alamar blue (AID 488966) | 340,000 compounds, 0.02% hits | inhibition, % at 100 µM; hits with a dose series show IC50 in µM | E. coli UTI89 K1F phage lysis, alamar blue, 2 h; higher % means a stronger effect;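 active means phage lysis inhibition, versus mean bacterial control, above a set limit; inconclusive means no clear call, values can overlap the other calls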;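 further: capsule biogenesis inhibitors block K1F phage lysis so surviving cells raise fluorescence; higher fluorescence means more inhibition of phage lysis; actives were called in the ten point dose series up to 300 µM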
NTR1 ag: agonists of NTR1, primary screen, imaging, U2OS cells, beta-arrestin-GFP, high content (AID 493036); activation, % at 20 µM; P30989; NTR1-U2OS beta-arrestin-GFP spot imaging, agonist mode; 330,000 compounds, 0.17% hits;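 active means activation at or above 40% of the spot to cytoplasm intensity ratio, with at least 20 cells analyzed; inconclusive means wells under 20 cells, flagged as cytotoxic or low count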;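 further: 0% = DMSO without peptide and 100% = 100 nM NTR1 peptide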
Target sequence (P30989 whole entry, looked up): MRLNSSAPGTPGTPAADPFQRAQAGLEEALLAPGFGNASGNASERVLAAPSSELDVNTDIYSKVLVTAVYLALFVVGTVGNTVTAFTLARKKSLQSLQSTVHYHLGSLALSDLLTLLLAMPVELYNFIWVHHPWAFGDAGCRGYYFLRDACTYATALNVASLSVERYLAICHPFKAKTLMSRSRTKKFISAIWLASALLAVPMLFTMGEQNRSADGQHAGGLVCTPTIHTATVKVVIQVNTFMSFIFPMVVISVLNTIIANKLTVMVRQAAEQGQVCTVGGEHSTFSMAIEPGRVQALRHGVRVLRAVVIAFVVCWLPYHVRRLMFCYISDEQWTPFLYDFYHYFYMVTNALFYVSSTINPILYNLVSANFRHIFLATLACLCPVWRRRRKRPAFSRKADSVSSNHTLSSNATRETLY
SIAH1 antagonists: blockers of Siah-1 interaction with plectin peptide – biochemical, fluorescence polarization, rhodamine-plectin, uHTS, primary screen (AID 1817); Siah-1 / rhodamine-plectin peptide fluorescence polarization; higher % means a stronger effect; one-dose displacement, % at 20 µM; IC50 in µM for titrated hits; 290,000 compounds, 0.02% hits;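 active means displacement of at least 50% at 20 µM, with a fluorescence ratio check between 0.3 and a set limit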;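 further: plate controls were Siah plus tracer with DMSO for no effect and tracer alone without Siah for full effect; strong numbers were not always called active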
AID2073: inhibitors of Mint1-CaV2.2 protein interaction, biochemical, HTRF (AID 2073); HTRF protein-protein interaction, Mint1-CaV2.2; higher % means a stronger effect; one-dose inhibition, % at 20 µM; IC50 in µM for titrated hits; 290,000 compounds, 0.19% hits; in the data active means inhibition mostly above about 51%, no sharp cut-off; inconclusive means no clear call, values can overlap the other calls; inactive means mostly below about 53%; further: some results filed as inactive read as strong as hits
NS5 inhibitors: Dengue-2 NS5 methyltransferase inhibitors, primary screen, biochemical, confirmation dose response (AID 588689); inhibition, % at 25 µM, or IC50 in µM where a hit was titrated; Dengue-2 NS5 methyltransferase capping enzyme assay, biochemical; higher % means a stronger effect; 340,000 compounds, 0.3% hits; in the data active means a potency from the dose series; inconclusive means inhibition above about 29% without an active follow-up result
GPR55 beta-arrestin: GPR55 agonists via beta-arrestin recruitment, primary screen, imaging, U2OS cells, beta-arrestin-GFP redistribution (AID 1961); U2OS GPR55 beta-arrestin-GFP redistribution imaging; higher % means a stronger effect; activation, % at 10 µM; hits with a dose series show EC50 in µM; 290,000 compounds, 0.048% hits;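 active means activation above 40% with more than 50 cells counted in the well; inconclusive means wells holding fewer than 50 cells, flagged as toxic or sparse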;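 further: U2OS osteosarcoma cells stably expressing GPR55 and beta-arrestin-GFP; plate controls were DMSO negative control for no effect and LPI positive control for full effect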
GPR55 LPI antagonism: inhibition of LPI-stimulated GPR55 beta-arrestin translocation – imaging, U2OS, beta-arrestin-GFP, LPI agonist, primary screen (AID 2013); U2OS GPR55 beta-arrestin-GFP translocation imaging, LPI antagonism; higher % means a stronger effect; inhibition, % at 10 µM, or IC50 in µM where a hit was titrated; 290,000 compounds, 0.13% hits;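 active means spots per cell inhibited over 60%, with over 100 cells counted and total cytoplasm intensity under 500,000; inconclusive means wells with under 100 cells, flagged as likely toxic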;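 further: U2OS cells stably carrying GPR55 and arrestin-GFP stimulated by 5 µM LPI near EC80; imaged beta-arrestin-GFP aggregate spots per cell after agonist stimulation; plate controls were LPI-stimulated DMSO wells for no effect and DMSO wells without LPI for full effect; some results filed as inactive read as strong as hits; confirmed hits need IC50 under 10 µM and bright autofluorescent wells are also inconclusive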
HIV fusion peptide: cell-free HIV fusion peptide-binding blockers – biochemical, uHTS, fluorescence dequenching, primary screen (AID 1986); cell-free peptide binding, fluorescence dequenching, 30 min; higher % means a stronger effect; inhibition, % at 20 µM; hits with a dose series show IC50 in µM; 290,000 compounds, 0.3% hits; in the data active means inhibition mostly above about 52%, no sharp cut-off; inactive means mostly below about 76%; further: some results filed as inactive read as strong as hits
NTR1 ag cell count 20 µM: second read-out of NTR1 ag, no call of its own (marks repeat the call); cell count; measured here: cell count, cytotoxicity flag
An asterisk follows results filed as active; ? = inconclusive; · = not tested or not shown; [ ] = remark or other dose.

SMILES | GPR35 antagonists | K1F lysis inhibition | NTR1 ag | NTR1 ag cell count 20 µM | SIAH1 antagonists | AID2073 | NS5 inhibitors | GPR55 beta-arrestin | GPR55 LPI antagonism | HIV fusion peptide
CNS(=O)(=O)c1cccc(C(=O)OCc2cc(Cl)cc3c2OCOC3)c1 | 6% | 0.0% | -2.3 | 83 | 4% | -3% | -10% | -0.3% | 6% | -2.5%
COc1ccccc1OCCNC(=O)c1ccc(S(=O)(=O)N(C)C)cc1 | 1% | 2.3% | -0.4 | 49 | -4% | 1% | -1% | 35% | 3% | -0.7%
COc1cc2c(cc1NC(=O)c1cc(-c3cccnc3)nc3ccc(C)cc13)oc1ccccc12 | 4% | 1.3% | 5.1 | 60 | -2% | 42% | -7% | 0.9% | 3% | 15%
Cn1c(C(=O)NCCN2CCCCCC2)cc2c(=O)n(C)c3ccccc3c21 | 6% | -5.6% | 9.7 | 39 | 0% | 2% | -7% | -0.1% | 15% | -2.5%
CC(C)=NOCC(=O)Nn1c(COc2ccccc2)nc2ccccc2c1=O | 8% | -0.2% | 0.4 | 78 | -1% | 5% | -2% | -0.2% | 1% | -1.2%
COc1cc(/C=N\NC(=O)c2cccnc2)ccc1OC(=O)c1ccccc1Cl | -1% | -0.1%[50 µM] | 19 | 79 | 10% | -6% | -9% | -0.2% | 2% | 1.2%
c1cncc(-c2nc(NCC3COc4ccccc4O3)c3ccccc3n2)c1 (stereo unspecified) | -4% | 1.2% | 9.0 | 51 | 2% | 0% | -4% | -0.1% | 7% | -0.9%
Cc1cc(NC(=O)CSc2nnc(-c3cccs3)n2N)no1 | 2% | 3.0% | 0.6 | 48 | -5% | -4% | -3% | -0.2% | -8% | 1.0%
O=C(Oc1c(-c2ccccc2)c(=O)n2c3c(cccc13)CC2)c1ccco1 | 6% | · | 7.7 | 53 | 1% | 5% | · | -0.1% | 5% | 1.8%
O=C(c1ccc(-n2c(SCc3cc(F)ccc3F)nc3ccccc3c2=O)cc1)N1CCOCC1 | 7% | 0.2% | 15 | 66 | 2% | -7% | 1% | -0.2% | 6% | -0.8%
COCC(C)n1c(C)cc(C(=O)COC(=O)/C=C/c2cccc(F)c2)c1C (stereo unspecified) | -8% | -0.4% | 1.6 | 34 | 7% | 6% | -6% | -0.5% | -3% | -0.1%
O=C(COc1ccccc1)Nc1ccc(S(=O)(=O)Nc2ncccn2)cc1 | 10% | 0.0% | -0.3 | 36 | -5% | -7% | · | -0.2% | 2% | 2.2%
NC(=O)Nc1ccc(C(=O)OCC(=O)N(Cc2ccccc2)C2CCS(=O)(=O)C2)cc1 (stereo unspecified) | -4% | -1.1% | 0.4 | 27 | -2% | 1% | 0% | -0.3% | 5% | -0.8%
COc1ccccc1NC(=O)CSc1nnc(C2CCCCC2)o1 | 8% | 0.8% | 1.5 | 64 | 6% | -2% | 2% | -0.3% | -12% | -2.5%
Cc1ccc(C(C)NC(=O)C2CCCC2)c(C)c1 (stereo unspecified) | 0% | 0.1% | 0.8 | 48 | -4% | 2% | -3% | 0.4% | 5% | -1.4%
COc1ccccc1N1CCN(CCOc2c(OC)cccc2OC)CC1 | -10% | 2.0% | 0.6 | 95 | 1% | 6% | -2% | -0.1% | -7% | -0.1%
Cc1ccc(C(=O)O)cc1N=Cc1cc(Br)cc(Br)c1O | -9% | -5.1% | · | · | -3% | -1% | -4% | 0.5% | 5% | 24%
COc1cc(C(=O)N2CCC(C(=O)Nc3cccc(C(C)=O)c3)CC2)cc(OC)c1OC | 0% | 0.2% | -2.1 | 38 | 1% | -3% | -4% | -0.2% | 0% | -0.3%
CN(C)c1cccc(C(=O)NNC(=O)NC2CCCCC2)c1 | 6% | 2.7%[50 µM] | -1.2 | 59 | 3% | 7% | -1% | 0.5% | 5% | 0.2%
Cc1ccccc1NC(=O)CSc1n[nH]c(-c2ccco2)n1 | 1% | 0.2% | 0.6 | 47 | -2% | -8% | 1% | -0.1% | 6% | -1.8%
O=C(NCCCn1ccnc1)NC(C(F)(F)F)C(F)(F)F | -4% | -0.1% | 3.7 | 49 | 3% | 1% | -5% | -0.2% | -2% | -3.3%
O=C(N/N=C/c1ccc(COc2ccc(Br)cc2)o1)c1ccc2c(c1)OCO2 | -5% | 0.2% | 1.6 | 43 | 4% | -5% | -1% | 0.0% | -12% | 4.4%
CSc1nc2nc(-c3ccc(F)cc3)c(CCN3CCN(C)CC3)cn2n1 | 10% | 0.0% | -0.1 | 67 | -2% | 13% | 1% | 0.1% | -1% | -1.0%
Cc1ccc(N2CN(Cc3cccnc3)CNC2=S)cc1 | 1% | 0.2% | 1.5 | 74 | 5% | -6% | -1% | 0.5% | 10% | 0.3%
O=C(NC1CC1)C1CCN(C2CCN(C(=O)/C=C/c3cccs3)CC2)CC1 | 14% | 0.0% | -0.2 | 69 | 1% | 8% | -2% | -0.2% | 8% | 1.8%
CCOC(=O)C(NC(=O)CC)(Nc1sc2c(c1C(=O)OC)CCN(C)C2)C(F)(F)F (stereo unspecified) | 2% | -0.4% | 2.2 | 85 | 4% | 28% | -4% | 0.2% | 6% | 7.8%
CC1(C)[N+]([O-])=C2C(=[N+]([O-])C1(C)C)c1ccccc1/C2=N\O | -5% | 0.5% | 1.9 | 41 | -2% | -10% | 7% | 0.7% | 2% | -1.1%
O=C(CCC(=O)N1CCOc2ccccc21)N1CCCCC1 | -13% | 3.6% | -1.1 | 94 | -3% | -5% | -3% | -0.1% | 3% | 1.0%
O=C(CN1CCC(C(=O)c2cccc(F)c2)CC1)NCc1cccs1 | -8% | 0.1% | -0.9 | 95 | 3% | 2% | -4% | 0.6% | 2% | -0.8%
O=C(CSc1nnnn1C1CCCC1)NCCc1ccccc1 | 4% | 0.0% | -1.1 | 62 | 12% | 0% | -5% | -1.9% | 2% | -0.5%
N#CCCn1cc(/C=N/O)c(-c2ccccc2)n1 | 0% | 4.4% | 0.1 | 89 | -8% | -2% | -2% | -0.2% | 7% | 0.0%
O=C(NC(=C(Cl)Cl)S(=O)(=O)c1ccc(Cl)cc1)c1ccccc1 | -13% | 1.0% | 6.5 | 46 | -2% | 11% | 2% | 0.0% | 1% | -1.6%
CCc1ccc2[nH]c(C)c(CN3CCCCCC3)c(=O)c2c1 | 7% | 0.3% | -0.1 | 79 | 6% | -3% | -10% | -0.1% | -1% | 0.1%
CCC1CN(C(=O)N2CCC(C(=O)NCc3cc(OC)c(OC)c(OC)c3)CC2)c2ccccc2O1 (stereo unspecified) | 5% | -0.3% | 0.7 | 74 | 1% | 0% | -4% | -0.2% | -1% | 1.1%
O=C(CCC1CCN(C(=O)c2ccccc2Cl)CC1)NCc1ccc(F)cc1 | -8% | 1.1%[50 µM] | 1.1 | 57 | 2% | -2% | -5% | -0.1% | 11% | 2.5%
Cc1cc(=O)c(C(=O)O)nn1-c1cccc(C(F)(F)F)c1 | -10% | 0.2% | 3.8 | 49 | 0% | -4% | -23% | 0.1% | 3% | 3.6%
CCC1CCC2(CC1)NC(=O)N(CC(=O)Nc1cc(C)on1)C2=O (stereo unspecified) | -8% | -0.1% | 2.1 | 57 | 9% | ? | -3% | 0.4% | 15% | -1.3%
Cc1ccc(N2C(=O)c3ccccc3C2Nc2ccc(S(=O)(=O)N3CCOCC3)cc2)nc1 (stereo unspecified) | 11% | -1.6% | 2.3 | 60 | 4% | -2% | 2% | -0.2% | -4% | -1.5%
COc1ccccc1-c1cn[nH]c(=S)n1 | 6% | 0.9% | -3.6 | 47 | 1% | -2% | -6% | 0.7% | -2% | 2.4%
Cc1cc(C)nc(SC(C)CNS(=O)(=O)c2ccccc2)n1 (stereo unspecified) | 0% | 0.7% | 1.2 | 59 | 2% | -6% | -4% | -0.4% | 9% | 0.0%
Cc1cccc(NC(=O)CSc2nc3nc4c(cc3c(=O)n2-c2ccccc2)CCCC4)c1 | -16% | -0.2% | 8.7 | 70 | 8% | 28% | -2% | 0.1% | 31% | 1.5%
CC(=O)Nc1ccc(S(=O)(=O)NC2(C(F)(F)F)NC(=O)N(c3ccccc3F)C2=O)cc1 (stereo unspecified) | 5% | -0.4% | -0.9 | 88 | -2% | -2% | 4% | -0.1% | 5% | 0.0%
CCOC(=O)CC(=O)NC(C)(C)CCCCC(C)(C)NC(=O)CC(=O)OCC | 8% | 0.2% | -0.8 | 112 | 15% | 17% | 2% | 0.6% | 10% | -0.3%
CC(=O)Nc1nnc(Cc2c[nH]c3ccccc23)s1 | -8% | 0.3% | 1.6 | 62 | 6% | -7% | 0% | -0.4% | -11% | 1.2%
C[C@@H](C(=O)NCc1c(F)cccc1Cl)N1C(=O)N2CCc3c([nH]c4ccccc34)[C@@]2(C)C1=O | 0% | 10% | -1.4 | 83 | 1% | 3% | -4% | -0.2% | 5% | 1.9%
NC(=O)c1ccc(-n2nnnc2Oc2ccccc2)cc1 | -7% | 0.1% | -1.4 | 62 | -1% | 2% | -2% | -0.1% | -4% | -0.4%
CN1CCC(N(C)C(=O)COc2ccccc2-c2ccccc2)CC1 | -1% | -0.1% | 0.1 | 101 | 2% | -5% | -11% | -0.2% | -12% | 0.9%
COc1cc([N+](=O)[O-])ccc1NC(=O)N1CCCCCC1 | -6% | 1.8%[50 µM] | 0.7 | 59 | 10% | -4% | -6% | 0.0% | 11% | -0.4%
COc1ccc(C(=O)NCCNC(=O)c2ccc(C)nc2)cc1 | 9% | 0.5% | 1.3 | 46 | 6% | 7% | 4% | 0.3% | 6% | 3.3%
O=C1[C@@H]2Cc3c([nH]c4ccccc34)C(c3ccccc3)N2C(=O)CN1C1CCN(Cc2ccccc2)CC1 (stereo partly specified) | 3% | 0.0%[50 µM] | 4.3 | 81 | -3% | -1% | -19% | -0.1% | 5% | -0.1%
Cc1ccc(C(=O)N/N=C\c2cc(Br)c(Br)o2)cn1 | 5% | · | 3.4 | 42 | 7% | -8% | · | -0.2% | 1% | 64%
